Compound activity deposited in PubChem BioAssay by several laboratories.
Rv3671c protease: Rv3671c serine protease inhibitors, primary screen, biochemical, fluorescence polarization, M. tuberculosis H37Rv | hit rate 0.048% among 320,000 | P9WHR9 | inhibition, % at 5.96 µM; in the data active means inhibition above about 38%;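 further: extracellular domain of Rv3671c used as enzyme; 0% = enzyme with DMSO and 100% = no enzyme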
DUSP3 inh: VHR1 phosphatase inhibitors, primary screen, biochemical, absorbance, uHTS | recombinant VHR phosphatase, pNPP absorbance | inhibition, % at 13.3 µM | hit rate 0.52% among 290,000 | Dual specificity protein phosphatase 3 (Homo sapiens), P51452 | AID 1654, 2009; in the data active means inhibition above about 50%; further: some compounds called inactive have numbers as strong as hits
Target sequence (P51452 whole entry, looked up): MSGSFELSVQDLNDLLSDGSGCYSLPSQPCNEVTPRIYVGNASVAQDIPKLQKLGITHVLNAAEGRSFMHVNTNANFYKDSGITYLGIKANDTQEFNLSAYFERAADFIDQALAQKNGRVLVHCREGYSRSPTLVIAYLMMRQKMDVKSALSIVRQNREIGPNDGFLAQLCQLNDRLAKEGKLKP
BoNT F protease: BoNT/F light chain protease inhibitors, primary screen, biochemical, flow cytometry, MLPCN library; Botulinum neurotoxin type F light chain protease (Clostridium botulinum); Multiplex microsphere protease cleavage assay; inhibition, % at 10 µM; hit rate 0.22% among 360,000; AID 588497, 2011; in the data active means inhibition above about 35%, passing the limit was not always enough; inconclusive means no clear call, values can overlap the other calls; further: plate controls were buffer without enzyme for full effect and enzyme alone for no effect
PrPC surface inh: inhibitors of human cell surface prion protein PrPC, primary screen, cell-based, TR-FRET; Major prion protein (Homo sapiens), P04156; TR-FRET read-out; inhibition, % at 13.8 µM; hit rate 0.43% among 370,000; AID 720596, 2013; in the data active means inhibition above about 24%; further: 0% = median of the test wells and 100% = reference compound wells
MazF activator: activators of E. coli MazEF toxin-antitoxin RNase, primary screen, biochemical, fluorescence, uHTS; FAM/BHQ RNA-DNA oligo cleavage fluorescence, 5 h; activation, % at 20 µM; hit rate 0.32% among 350,000; AID 504720, 2011; in the data active means activation above about 50%
Target sequence (P0AE70 whole entry, looked up): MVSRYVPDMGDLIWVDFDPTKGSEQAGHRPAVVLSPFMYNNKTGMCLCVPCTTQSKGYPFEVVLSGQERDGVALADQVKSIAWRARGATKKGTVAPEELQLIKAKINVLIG
SARS 3CLpro inh: SARS-CoV 3CLpro protease inhibitors, primary screen, biochemical, quenched FRET; recombinant SARS-CoV 3CLpro, quenched FRET peptide cleavage; hit rate 0.14% among 290,000; Replicase polyprotein 1ab (Severe acute respiratory syndrome coronavirus), P0C6X7; inhibition, % at 6 µM; in the data active means inhibition above about 12%
BoNT-A LC inh2: BoNT/A light chain protease inhibitors, primary screen, biochemical, flow cytometry, MLPCN library. hit rate 0.17% among 360,000. multiplex microsphere protease substrate cleavage. inhibition, % at 10 µM. Botulinum neurotoxin type A light chain protease (Clostridium botulinum A str. ATCC 3502). AID 588499, 2011; further: plate controls were buffer without enzyme for full effect and enzyme alone for no effect
Anthrax LF prot: Bacillus anthracis LF protease inhibitors, primary screen, biochemical, multiplex microsphere, MLPCN library. AID 588501, 2011. multiplex microsphere protease cleavage assay. Lethal factor (Bacillus anthracis), P15917. hit rate 0.12% among 360,000. inhibition, % at 10 µM; further: plate controls were buffer without enzyme for full effect and enzyme alone for no effect
Target sequence (P15917 whole entry, looked up): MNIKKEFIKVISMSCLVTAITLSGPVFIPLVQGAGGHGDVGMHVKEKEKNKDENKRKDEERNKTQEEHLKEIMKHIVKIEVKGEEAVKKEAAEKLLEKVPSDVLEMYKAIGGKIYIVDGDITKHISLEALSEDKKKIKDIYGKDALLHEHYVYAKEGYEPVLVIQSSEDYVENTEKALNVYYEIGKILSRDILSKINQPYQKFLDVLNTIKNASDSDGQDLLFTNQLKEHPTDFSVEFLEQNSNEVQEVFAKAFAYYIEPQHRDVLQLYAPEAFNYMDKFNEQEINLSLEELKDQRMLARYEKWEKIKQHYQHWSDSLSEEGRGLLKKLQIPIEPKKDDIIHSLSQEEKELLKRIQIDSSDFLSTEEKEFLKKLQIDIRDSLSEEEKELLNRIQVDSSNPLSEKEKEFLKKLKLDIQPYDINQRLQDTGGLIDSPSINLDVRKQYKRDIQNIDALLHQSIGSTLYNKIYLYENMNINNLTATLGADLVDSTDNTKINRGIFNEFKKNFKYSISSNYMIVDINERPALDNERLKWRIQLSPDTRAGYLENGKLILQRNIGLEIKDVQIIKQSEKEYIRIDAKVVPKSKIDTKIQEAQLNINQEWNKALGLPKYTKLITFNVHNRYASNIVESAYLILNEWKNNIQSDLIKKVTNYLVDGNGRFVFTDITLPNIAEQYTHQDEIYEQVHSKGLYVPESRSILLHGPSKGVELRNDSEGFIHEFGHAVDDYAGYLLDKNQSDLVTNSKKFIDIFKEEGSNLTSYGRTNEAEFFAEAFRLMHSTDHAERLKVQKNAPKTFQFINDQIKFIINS
CCHFV vOTU inh: CCHFV vOTU protease inhibitors, primary screen, biochemical, Pep-AMC substrate, fluorescence; hit rate 0.55% among 370,000; inhibition, % at 11.5 µM; AID 651958, 2012; in the data active means inhibition above about 30%; further: 0% = vehicle wells with enzyme and 100% = no enzyme wells
SSB-PriA inh: inhibitors of Klebsiella pneumoniae PriA binding to SSB C-terminal tail, primary screen, biochemical, AlphaScreen; PriA–SSB C-terminal tail interaction (Klebsiella pneumoniae); AlphaScreen SSBct-PriA binding, biotinylated peptide; inhibition, % at 33 µM; hit rate 0.6% among 430,000; AID 1272365, 2023; in the data active means inhibition mostly above about 37%, no sharp cut-off; inactive means mostly below about 20%;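 further: plate controls were negative control peptide for no effect and reference peptide for full effect; strong numbers were not always called active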
* = called active by the depositor; u = inconclusive; x = not tested or not shown; & = joins results of further samples. Unless noted, no stated cut-off is given here; in the data, active means inhibition above about 30%; inconclusive means no clear call, values can overlap the other calls; inactive means below that.

SMILES	Rv3671c protease	DUSP3 inh	BoNT F protease	PrPC surface inh	MazF activator	SARS 3CLpro inh	BoNT-A LC inh2	Anthrax LF prot	CCHFV vOTU inh	SSB-PriA inh
COc1ccc(C(=O)C2CCCN(Cc3ccccn3)C2)c(OC)c1 (configuration not stated)	7	26	2	-4	-4	3	-0.4	0	5	-8
O=S(=O)(c1cccc(Cl)c1)N1CCCC1	-3	-23	-2	x	1	-7	-1.3	-1	x	-9
O=C(OCc1nnc(-c2ccc(Br)cc2)o1)c1cncc(Br)c1	13	-10	-4	5	1	3	-0.8	-7	0	2
CCOC(=O)CC1C(=O)NCCN1C(=O)c1sc2ccccc2c1Cl (configuration not stated)	-9	22	-1	-3	-4	2	-0.2	-1	2	-4
CC[N+](CC)(CC)CCCCOc1ccc2c(c1)C(=O)c1cc(OCCCC[N+](CC)(CC)CC)ccc1-2	4	17	x	-57	-1	-3	x	x	-4	-16
Cc1ccc(OCC(=O)c2ccc3c(c2)CCCC3)cc1C	-11	11	-6	5	-2	-3	0.1	-5	29	-10
Cc1cc(C)cc(N(C(=O)Cn2nnc(-c3ccccc3)n2)C(C(=O)NC2CCCCC2)c2ccccn2)c1 (configuration not stated)	-3	-5	-3	6	-2	7	0.5	1	7	-3
CCCc1nc2c3ccccc3ccn2c1Cc1ccc(C)cc1	x	x	-29	2	x	x	-2.7	-9	1	x
CSc1nc2c(c(C(F)(F)F)n1)CC(C)CC2 (configuration not stated)	9	20	-12	4	-13	-6	-0.6	-4	-16	-18
COc1ccc(C(CNC(=O)c2cc3c(s2)CCCC3)N2CCOCC2)cc1 (configuration not stated)	0	1	-4	1	1	1	0.4	0	-2	-16
CC1(c2nnc(-c3ccncc3)o2)CC(c2ccc(Cl)cc2)=NO1 (configuration not stated)	-1	x	-10	2	3	x	-0.4	-2	-2	-5
O=C(NCc1ccncc1)c1ccc(NS(=O)(=O)c2ccc(F)cc2)cc1	2	x	-8	-5	2	x	-1.0	-9	7	0
COc1cc2c(cc1OC)C(C)N(C(=O)Nc1ccccc1)CC2 (configuration not stated)	8	21	4	11	2	-3	-0.6	-7	3	-4
CCOC(=O)c1c(NC(=O)CN2CCCCC2)sc2c1CCCC2O (configuration not stated)	-2	23	-8	-2	-1	-1	-0.5	-7	13	-4
CCN(CC(=O)Nc1c(F)cccc1F)C(=O)c1cc(S(=O)(=O)N2CCOCC2)ccc1N1CCCC1	10	x	-3	-2	7	x	-1.0	1	-5	-2
CSc1cccc(NC(=O)CN(C)S(=O)(=O)c2cnc[nH]2)c1	-5	-23	6	9	2	0	1.5	1	3	2
C=CCc1cccc(C2Nc3ccccc3C(=O)N2O)c1O (configuration not stated)	-2	20	-2	-3	-4	-9	-0.7	-1	-1	5
COc1cccc(C(=O)N2CCN(Cc3ccccc3Br)CC2)c1	1	17	u	4	-3	8	2.6	12	2	-17
O=C(CSc1ccc(-c2ccc(F)cc2)nn1)NCc1ccco1	-5	36	-5	0	9	-6	-0.6	2	-2	-15
COCC(=O)N(C)C[C@@H]1Oc2ncc(Br)cc2C(=O)N([C@@H](C)CO)C[C@H]1C	x	x	-10	0	5	x	-0.1	0	6	x
Cc1nn(-c2ccccc2)c(C)c1C=O	1	-11	x	2	10	0	x	x	-11	-1
CCOC(=O)C(Sc1ncc(C#N)c(N)n1)C(C)C (configuration not stated)	0	37	-2	-7	-39	4	-0.7	2	1	-10
CCOc1ccccc1C1CC(=O)Nc2cc(C)c(C)cc21 (configuration not stated)	-6	4	7	6	1	-1	3.8	6	-4	-4
CCOc1ccccc1NC(=O)NCc1ccco1	4	4	0	-3	2	2	0.0	-2	-1	-5
O=C(N/N=C1\CCS(=O)(=O)c2ccc(F)cc21)c1ccc([N+](=O)[O-])cc1	4	-15	5	-39	-3	3	-0.9	-2	-1	x

Gathered by group: the compounds so far with a furan ring, fused or not.
SMILES	Rv3671c protease	DUSP3 inh	BoNT F protease	PrPC surface inh	MazF activator	SARS 3CLpro inh	BoNT-A LC inh2	Anthrax LF prot	CCHFV vOTU inh	SSB-PriA inh
O=C(CSc1ccc(-c2ccc(F)cc2)nn1)NCc1ccco1	-5	36	-5	0	9	-6	-0.6	2	-2	-15
CCOc1ccccc1NC(=O)NCc1ccco1	4	4	0	-3	2	2	0.0	-2	-1	-5

The results go on:
SMILES	Rv3671c protease	DUSP3 inh	BoNT F protease	PrPC surface inh	MazF activator	SARS 3CLpro inh	BoNT-A LC inh2	Anthrax LF prot	CCHFV vOTU inh	SSB-PriA inh
CCCCc1cc(=O)oc2c(C)c(OCc3nn[nH]n3)ccc12	-10	-3	u	-1	3	-1	-3.8	0	-11	1
CC(C)c1nc(Cl)c(C#N)c2c1CCC2	5	10	1	-1	-1	1	-0.3	-2	-3	-12
CCOC(=O)c1ccc(NC(=O)C(=O)NCCc2ccc(OC)cc2)cc1	2	20	4	-3	-6	-3	0.4	2	2	-10
CC(=O)Nc1ccc(S(=O)(=O)N2CCNC(=O)C2)cc1	0	x	-3	2	2	x	-0.7	-2	-7	-2
CCC(=O)Oc1ccc(NC(=O)c2ccco2)cc1	-5	24	-2	6	-8	2	0.5	-3	-10	-7
Cc1ccc(C(C)C)c(OCCCN2CC(C)OC(C)C2)c1 (configuration not stated)	2	-16	-5	-1	7	-3	0.9	-1	11	-16
Cc1ccc(CN2CCN(Cc3ccc(Oc4ncccn4)cc3)CC2CCO)cc1 (configuration not stated)	-2	19	-2	4	1	0	-1.2	-2	17	-2
FC(F)(F)c1ccc(Oc2ccccc2Cl)nc1	-6	22	-4	0	3	-2	-0.2	0	2	4
Cc1ccc(S(=O)(=O)CCN2CCN(c3ccccn3)CC2)cc1	9	34	x	2	-3	0	x	x	-12	-5
COc1ccc(CCNC(=O)CCC(=O)N2CCN(S(=O)(=O)c3ccccc3)CC2)cc1OC	6	3	3	-2	-1	4	-0.1	-6	4	-6
Cc1ccc(Nc2nc(-c3ccc(O)c(O)c3)cs2)nc1	x	2	x	24	-4	5	x	x	9	12
COC(=O)c1cn(NC(=O)/C=C/c2cccc(OC)c2OC)c(=O)c2ccccc12	-6	23	x	1	x	-2	x	x	-3	x
CC(C)Nc1ccc(Nc2ccnc3cc4ccccc4cc23)cc1	13	16	x	-4	-13	-3	x	x	21	97*
CNC(=O)c1ccc(-c2cc(C(F)(F)F)nn2C)s1	5	-11	-2	-1	-3	0	4.1	u	-10	2
O=C(CN1C(=O)c2ccccc2S1(=O)=O)NCc1ccccc1	4	8	-1	4	10	-1	-2.0	-8	3	-7
O=C(NCC[C@@H]1C[C@@H]2C=C[C@H]1C2)c1cc(COc2ccc(F)cc2F)on1	-5	-31	-8	8	-8	3	-0.3	-1	12	-8
Cc1ccc2nc(-c3cc(N)cc(N)c3)oc2c1	17	19	-45	1	10	-6	-1.7	-10	-1	1
Cc1cccc(C)c1N(CC(=O)N/N=C/c1cc(Br)c(C)o1)S(C)(=O)=O	1	12	33	-9	-3	-1	4.2	-2	4	x
CC(CNC(=O)c1ccc(-c2ccccc2)cc1)CN(C)C (configuration not stated)	1	21	4	-6	2	1	0.5	0	4	-24
O=C(Nc1ccc2ccccc2c1)/C(=C\c1ccc2c(c1)OCO2)NC(=O)c1ccco1	-3	8	4	-2	-6	-3	0.7	-2	-4	11
O=C(Nc1cc(C(F)(F)F)ccc1N1CCOCC1)c1ccccc1F	-2	31	3	-7	-3	-3	-0.5	0	-3	-2
COc1ccc(CCNC(=O)COC(=O)Cc2ccc(OC)cc2)cc1	11	22	-9	-3	-1	0	0.0	-2	1	1
Cc1ccc2nc(N3CCN(C=O)CC3)nc(-c3ccccc3)c2c1	-4	-13	-1	-4	-1	2	4.6	3	-29	-46
COc1ccccc1Nc1ncccc1[N+](=O)[O-]	-4	-4	u	-15	8	6	1.1	-2	0	60*
CN(C(=O)CSc1nc2ccccc2c(=O)n1-c1ccccc1F)C1CCS(=O)(=O)C1 (configuration not stated)	0	x	-5	-9	3	x	-0.1	-5	4	-1
New compounds follow:
SMILES	Rv3671c protease	DUSP3 inh	BoNT F protease	PrPC surface inh	MazF activator	SARS 3CLpro inh	BoNT-A LC inh2	Anthrax LF prot	CCHFV vOTU inh	SSB-PriA inh
O=c1cc(N2CCc3ccccc32)[nH]c(=O)n1Cc1ccc(F)cc1	-6	-18	-19	-3	0	-2	-1.9	-3	-4	2
Cc1cc(-c2ccc(C(C)C)c(S(=O)(=O)Nc3cc(C)on3)c2)on1	-4	-3	-3	6	8	3	1.1	2	1	-3
CCOC(=O)C1=C(C)NC(C)=C(C(=O)OCC)C1c1ccco1	11	4	-2	-1	-2	3	-4.5	-7	-6	-4
O=C(Nc1nncs1)C1c2ccccc2Oc2ccccc21	-5	23	10	-5	5	5	1.3	-4	-14	-2
CN(C)c1ccc(CC(=O)N2CCCCC2c2cc(C(=O)Nc3ccccc3Cl)no2)cc1 (configuration not stated)	x	x	-3	5	x	x	-0.4	-8	6	x
CCCn1ccnc1SCC(=O)Nc1c(C)n(C)n(-c2ccccc2)c1=O	5	x	0	-5	3	x	-1.1	2	8	-11
O=[N+]([O-])c1cc(C2Nc3cccc4cccc(c34)N2)ccc1Cl	-5	-1	-2	-5	10	4	-0.5	-4	-8	14
Cc1cc(C)n(S(=O)(=O)c2cccc([N+](=O)[O-])c2)n1	x	-1	u	-5	-3	3	-0.3	23	1	7&-3
COc1cccc(CNC(=O)Cn2ccc3cc(S(=O)(=O)N4CCC(C)CC4)ccc32)c1	4	7	0	6	2	8	-0.1	0	12	0
COC(=O)Cc1c(C)c2ccc(OCc3nn[nH]n3)cc2oc1=O	-8	42	8	6	5	1	0.9	3	-58	-2
CCC(=O)Nc1cc(C)c(NC(=O)c2ccco2)cn1	4	5	-14	7	6	-8	-0.5	-1	-8	-3
O=c1[nH]cnc2c1ncn2[C@@H]1C[C@@H](O)[C@H](CO)O1	-1	-22	-19	-4	-5	3	1.1	2	-2	-9
Cc1c(C)c2ccc(OS(C)(=O)=O)c(C)c2oc1=O	10	0	-3	0	0	3	0.0	-2	-7	-4
NS(=O)(=O)c1ccc2nc(NC(=O)c3ccncc3)sc2c1	0	4	-7	-6	0	0	-0.7	-3	14	8
CCc1ncc(CN2CCCC(C(=O)Nc3cccc(-c4ccc(F)cc4)c3)C2)cn1 (configuration not stated)	-3	6	-8	2	-6	3	-1.4	0	-3	-7
CC(=O)c1cnc2nc(SCc3ccc(Cl)cc3)nn2c1C	-1	5	-40	8	-1	6	-3.4	9	-8	-16
O=C(Cc1ccccc1)NCCc1cn2ccsc2n1	10	25	-11	5	6	-4	-0.7	-3	-3	-7
COc1ccc(Cl)cc1S(=O)(=O)NC(C)C(=O)NCCN1CCOCC1 (configuration not stated)	x	x	1	-4	3	x	0.1	4	3	-8
CCN1CCN(c2cc(C(C)(C)C)nc3c(-c4ccccc4)c(C)nn23)CC1	4	33	-8	-2	-8	-3	-1.6	-5	-15	-49

Single records, as listed above. Order of screens: Rv3671c protease, DUSP3 inh, BoNT F protease, PrPC surface inh, MazF activator, SARS 3CLpro inh, BoNT-A LC inh2, Anthrax LF prot, CCHFV vOTU inh, SSB-PriA inh
Cc1c(C)c2ccc(OS(C)(=O)=O)c(C)c2oc1=O is listed with 10, 0, -3, 0, 0, 3, 0.0, -2, -7, -4
COC(=O)Cc1c(C)c2ccc(OCc3nn[nH]n3)cc2oc1=O is listed with -8, 42, 8, 6, 5, 1, 0.9, 3, -58, -2

A portion of the library (hit frequency here may not be typical).
